From PubChem BioAssay
bCat KO growth = beta-catenin-lacking colon tumor cell growth suppression | 1.5% of 140,000 active | HCT116 beta-catenin knockout viability, CellTiter-Glo, 60 h; stronger effect = lower value | viability, % at 10 µM;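 active = viability at or under a set limit, the compound median less 4 SD, cut at about 6% in these data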;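 note: 0% = Hyamine 1622 control at 20 µM and 100% = untreated cell control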
Phagocyt inh = macrophage phagocytosis inhibition; inhibition, % at 5 µM; 0.07% of 110,000 active; J774A.1 macrophage IgG-bead phagocytosis, imaging;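 active = inhibition above the mean of the plate negative controls plus 5 SD, cut at about 13% in these data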;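 note: phagocytic index as fraction of beads internalized from green versus red external bead signal; plate controls were DMSO negative control for no effect and cytochalasin-D positive control for full effect; some results beyond the cut were filed as inactive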
Yeast growth inh = yeast BB579 growth reduction in restrictive medium; 0.51% of 140,000 active; S. cerevisiae BB579 growth, OD615, 48 h; inhibition, % at 10 µM;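 active = inhibition above a set limit, 3 SD over the mean compound inhibition, cut at about 44% in these data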; note: inactives centre near -24
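Test system: Saccharomyces cerevisiae DeaD strain BB579, replicative lifespan model yeast | Buffer or medium: Restrictive CSMM-D medium | Doses: One dose, 10 µM compound with 0.25% DMSO | Incubation: 48 h exposure, 30 °C | Detection: Culture absorbance at 615 nm | Control set: Amphotericin B at 10 µg/mL as positive control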
NPY Y2 blocker = blocks the human neuropeptide Y Y2 receptor; P49146; NPY-Y2 expressing cells, antagonist mode; inhibition, % at 2.7 µM; 0.99% of 140,000 active; AID 793; in the data active = inhibition above about 17%;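 note: 0% = vehicle with agonist challenge and 100% = reference antagonist with challenge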
Target sequence (P49146 whole entry, looked up): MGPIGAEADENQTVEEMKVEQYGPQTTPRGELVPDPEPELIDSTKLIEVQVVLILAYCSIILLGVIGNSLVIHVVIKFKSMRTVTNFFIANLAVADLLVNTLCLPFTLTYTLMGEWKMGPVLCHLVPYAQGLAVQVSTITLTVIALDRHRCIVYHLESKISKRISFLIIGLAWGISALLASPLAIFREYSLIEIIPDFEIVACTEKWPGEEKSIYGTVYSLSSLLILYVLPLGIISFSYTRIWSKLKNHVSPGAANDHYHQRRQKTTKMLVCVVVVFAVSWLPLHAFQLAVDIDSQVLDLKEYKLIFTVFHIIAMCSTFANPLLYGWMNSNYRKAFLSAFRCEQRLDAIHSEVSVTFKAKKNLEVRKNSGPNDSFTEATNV
MRP1 act = MRP-1 activation | AID 799 | viability increase, % at 10 µM | 0.61% of 140,000 active | H69AR cells + doxorubicin, viability rescue, CellTiter-Glo;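 active = viability gain under doxorubicin at or above a set limit, the compound median plus 3 SD, cut at about 4.7% in these data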;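 note: MRP-1 overexpressing cells given doxorubicin 25 µM after compound pretreatment; 18-22 h compound pretreatment then 72 h with doxorubicin before readout; 0% = doxorubicin-only wells and 100% = vehicle-treated cells without doxorubicin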
Yeast lifespan up = yeast lifespan extension | S. cerevisiae growth with nicotinamide, OD615; deaD strain in restrictive glucose medium | inhibition of the nicotinamide effect, % at 10 µM | 0.68% of 130,000 active | AID 775;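 active = inhibition above a set limit, placed 3 SD over the median of all compounds, cut at about 26% in these data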;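 note: 0% = nicotinamide-treated wells and 100% = cells grown without nicotinamide; some compounds called inactive have numbers as strong as hits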
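Measured by: optical density (absorbance) at 615 nm; System: modified budding yeast, DeaD strain; Medium: restrictive CSMM-D dextrose medium; Timing: 4 h preincubation then 48 h treatment at 30 °C.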
Measles CPE = protection of cells from measles virus; Measles virus-infected cells, CPE protection, absorbance; AID 841; 1.5% of 140,000 active; protection (pct of control), % at 4 µM; in the data active = protection mostly above about 24%, no sharp cut-off; inactive = mostly below about 26%; note: some compounds called inactive have numbers as strong as hits
PTEN del growth = growth suppressors of cells with PTEN tumor suppressor deletion; HCT116 PTEN-null viability, CellTiter-Glo, 60 h; stronger effect = lower value; viability, % at 10 µM; 1.2% of 140,000 active;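 active = viability at or below a set limit, 4 SD under the median of all tested compounds, cut at about 3.7% in these data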;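 note: PTEN knockout HCT116 line with beta catenin targeted HCT116 as companion control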
GALR2 antag = blocks the human galanin receptor 2. GALR2-expressing cells, antagonist mode. inhibition, % at 4 µM. 0.39% of 140,000 active; in the data active = inhibition above about 27%;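 note: cells stimulated with galanin 1-16 at roughly its EC80; 0% = agonist challenge control and 100% = basal control without agonist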
Target sequence (O43603 whole entry, looked up): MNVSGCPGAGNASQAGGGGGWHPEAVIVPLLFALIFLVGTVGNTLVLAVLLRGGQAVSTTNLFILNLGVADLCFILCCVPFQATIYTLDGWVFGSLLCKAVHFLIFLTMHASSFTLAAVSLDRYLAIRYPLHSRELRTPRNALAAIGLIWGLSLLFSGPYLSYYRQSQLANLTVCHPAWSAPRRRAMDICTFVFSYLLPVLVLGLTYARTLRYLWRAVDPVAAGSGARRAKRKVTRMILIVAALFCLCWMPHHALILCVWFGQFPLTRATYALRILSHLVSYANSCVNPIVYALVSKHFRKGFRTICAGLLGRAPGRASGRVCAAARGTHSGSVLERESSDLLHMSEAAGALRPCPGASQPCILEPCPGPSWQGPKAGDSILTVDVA
E-sel TNF inh = TNF alpha driven E-selectin expression inhibition. HUVEC TNFa-induced E-selectin immunofluorescence, high content. inhibition, % at 2 µM. 0.71% of 120,000 active. AID 1246;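 active = inhibition above the batch mean plus 3 SD, and confirmed as a hit on visual image review, cut at about 43% in these data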;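 note: 0% = TNF-stimulated DMSO wells and 100% = unstimulated control wells; not every result past the cut was called active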
Numbers without * were called inactive; / = no result given. Rows are unselected; any-hit rate near 6.2%.

SMILES	bCat KO growth	Phagocyt inh	Yeast growth inh	NPY Y2 blocker	MRP1 act	Yeast lifespan up	Measles CPE	PTEN del growth	GALR2 antag	E-sel TNF inh
Cn1cccc1C(=O)NC(=O)COC(=O)CC12CC3CC(CC(Br)(C3)C1)C2	98	1	-32	3	-1.9	1	5	94	-7	-24
O=C(CN1C(=O)CCSc2ccccc21)Nc1ccc2c(c1)OCCO2	97	1	-33	-1	-1.7	-5	20	101	4	/
CCOc1ccc(N/C(SC)=C(/C#N)C(N)=O)cc1	95	/	-21	2	-1.6	-10	6	96	-6	11
CC(=O)Nc1nc2ccccc2n1CCN(C)C	103	0	-26	0	0.9	0	28	94	0	-1
CCOC(=O)C1CCCN(C(=O)COc2ccccc2O)C1 (stereo not given)	105	0	-2	-1	0.9	-11	4	119	-3	4
C[C@]1(C(=O)NCCCNc2ncc(C(F)(F)F)cc2Cl)C=C[C@@H](Cc2ccccc2)N1C(=O)c1ccccc1	11	/	-32	2	-4.3	16	3	19	-3	10
O=C(NCc1ccc(F)cc1)c1cc2c(s1)CCCC2	92	0	-54	3	1.4	5	13	101	-3	18
CCOC(=O)N1CCN(C(=O)c2ccc(OC)c(OC)c2)CC1	90	/	-34	1	0.7	-2	4	95	-8	11
COc1cccc(-n2c(Cc3cc(=O)[nH]c(=O)[nH]3)nnc2SC(C)C)c1	89	1	-13	5	-2.0	3	18	99	-26	/
CC(NC(=O)C1CCC1)c1ccc(Cl)cc1 (stereo not given)	79	1	-50	0	-0.8	-9	22	89	2	-22
Cc1ccc(Oc2nc3ccccc3n3c(C)nnc23)c(C)c1	108	2	-76	1	-0.5	74*	14	106	-4	-45
CC1(c2cccc([N+](=O)[O-])c2)CC(C)(C)N(C(=O)c2ccccc2)c2ccccc21 (stereo not given)	9	7	-5	2	-2.6	2	7	13	6	/
CC1=C(C(=O)NC(C)C)C2(CCC(C)CC2)OC1=O (stereo not given)	87	/	-30	1	-2.0	-1	9	99	-6	/
Cc1cc(C(=O)N2CCN(c3ncccn3)CC2)c2cc(F)ccc2n1	98	-1	-40	3	-1.3	-6	8	104	-7	/
CCCCNC(=O)C(=O)NC(C)CCc1ccccc1 (stereo not given)	103	-3	-10	1	-0.1	-10	10	100	-7	-20
O=C(c1ccc(CNc2c(N3CCCC3)c(=O)c2=O)cc1)N1CCN(C2CCCCC2)CC1	96	/	-36	2	0.0	5	1	108	0	-20
O=C(O)c1ccc(Sc2nnnn2-c2ccccc2)c([N+](=O)[O-])c1	93	-3	-61	0	0.7	4	30	96	23	-37
CCOC(=O)c1c(C)[nH]c(C(=O)/C(C#N)=C/c2ccc(OC(F)F)c(OC)c2)c1C	86	-11	-46	14	0.3	7	19	99	1	/
CCCOC(=O)CSc1nnc(-c2ccc(Cl)cc2Cl)o1	97	-2	-35	9	0.1	-7	3	97	-1	1
Cc1ccc(C)c(N=Nc2nc3ccccc3n2C)c1	68	/	16	0	-4.6	-10	9	71	24	-18
COc1ccc(/C=N/NC(=O)c2ccn[nH]2)cc1COc1ccc(Cl)cc1Cl	15	-6	-29	1	-5.3	-10	26	12	-7	-20
O=[N+]([O-])c1ccc(Oc2cccc(Br)c2)c2ccncc12	13	/	-10	1	-4.7	18	7	9	0	6
c1ccc(C2=Nc3ccccc3SC2c2nc3ccccc3[nH]2)cc1 (stereo not given)	71	-1	38	0	-3.9	-8	7	72	13	-9
Cc1cc(C(=O)COc2cccc(-n3cnnn3)c2)c(C)n1-c1ccccc1	22	2	-32	5	-1.7	-24	7	46	-16	-18
CC12CC3CC(C)(C1)CC(CN1CCOCC1)(C3)C2	93	-1	-15	7	1.2	-1	19	97	1	-6
O=C(OCC(=O)N1CCc2ccccc21)c1ccc(Cl)nc1	99	0	-12	0	-2.8	-27	4	104	-1	-21
COc1cc(C2c3c(oc4ccccc4c3=O)C(=O)N2Cc2ccncc2)ccc1O (stereo not given)	105	0	-30	1	-2.2	-9	30	102	5	23
CCCN(CCC)CCCNC(=S)Nc1ccc2nc3n(c(=O)c2c1)CCCCC3	80	-6	-27	1	-3.0	1	9	91	5	-27
COc1ccc(NCc2n[nH]nc2-c2ccccc2)cc1Cl	83	0	-19	-1	2.4	-14	13	86	-6	-2
O=C(COC(=O)c1ccccc1-c1nc2ccccc2s1)NC1CCS(=O)(=O)C1 (stereo not given)	96	-4	-26	-1	-1.3	-1	7	91	-3	16
CCOc1cc(/C=N/NC(=O)Cc2ccc(C(F)(F)F)cc2[N+](=O)[O-])c(Br)cc1OC	18	/	-86	4	-1.5	-7	5	37	-10	-35
O=CN(CCN(C=O)CN1CCCCC1)CN1CCCCC1	91	0	-11	-1	-0.1	-5	12	102	15	-3
CC(C)(C)c1cc(C(=O)Nc2cccc3ccccc23)ccn1	79	/	-27	-1	-1.7	/	12	80	1	9
Cc1cccc(CSC(Nc2ccc(F)cc2)=C(C#N)C#N)c1	25	-3	-72	6	-5.4	2	5	27	-17	2
Cn1c(CO)cnc1SCc1ccccc1	92	/	-31	-1	-1.0	-8	7	94	1	/
O=C(N/N=C\c1ccc(OCC(=O)N2CCCC2)cc1)C(=O)Nc1ccccc1F	97	/	-39	1	-0.6	2	3	101	20	/
O=C(Cn1cnc2c(cnn2-c2ccccc2)c1=O)N1CCCc2ccccc21	82	0	-27	1	3.3	-10	11	83	8	-30
COC(=O)C1=CC(C(=O)c2cccs2)=NN(c2ccc(OC)cc2)C1C(=O)OC (stereo not given)	78	-3	-37	-1	-3.9	0	4	73	9	6
O=C(NCC1CCCO1)c1ccc(NC(=O)C2C3C=CC(C3)C2C(=O)O)cc1 (stereo not given)	93	-2	-25	3	-1.4	-2	15	100	15	-82
C=C(C)CN=C1NN=C(c2cc(C)n(-c3ccc(C)cc3)c2C)CS1	84	-3	-43	4	-3.5	-1	23	86	1	-8
CCOC(=O)Cc1nnc(NC(=O)C(CC)Sc2nnc3c4ccccc4n(C)c3n2)s1 (stereo not given)	98	0	-10	3	-1.6	-8	6	102	-4	-6
c1cncc(-c2nc3c(ccc4ccccc43)[nH]2)c1	81	0	-6	5	-3.9	-10	10	79	15	-41
CC(C)C(=O)Nc1ccc(NC(=O)c2ccccc2Cl)nc1	89	0	-20	2	1.2	-6	4	97	-6	22
CCN(CC)CCOC(=O)c1ccc(Cl)cc1	125	0	-37	3	-0.1	3	7	112	5	-15
O=C1C2CC=CCC2C(=O)N1CC(=O)N(Cc1ccccc1)C1CCS(=O)(=O)C1 (stereo not given)	92	0	-71	2	-0.6	-11	11	97	6	8
COC(=O)CCCC(=O)Nc1c(F)c(F)c(F)c(F)c1F	94	-2	-13	2	-1.8	-7	7	102	2	6
CCOc1ccc(S(=O)(=O)NCCC(=O)NC2=NCCS2)cc1	96	-1	-28	2	-1.7	-6	13	100	2	/
NC(=O)C1CCN(C(=S)c2cccs2)CC1	100	4	-7	4	-0.1	-4	2	94	-13	7
O=C(O)Cn1cc(C(=O)c2cccs2)c2ccccc21	97	0	-25	2	-0.8	-15	1	112	-2	23
CCCNC(=O)COc1ncnc2sc(C)c(C)c12	105	/	-73	-3	-0.2	9	5	101	-1	18
O=C(O)C=C1CCN(c2ncc(C(F)(F)F)cc2Cl)CC1	85	/	-23	0	-1.9	-14	2	108	0	-13
C=CCc1c(C)nc(-c2ccccc2)nc1N/N=C(\C)c1ccc(N)cc1	63	0	-29	3	5.7*	-5	12	74	-10	-3
O=c1c2c(nc3cc(-c4ccc(F)cc4)[nH]n13)CCC2	85	-1	-10	-1	-1.8	3	5	82	-16	/
O=C(Nc1cccc(Cl)c1)Nc1cccc(Cl)c1	86	/	-26	1	-1.6	/	12	70	21	-18
O=C(Nc1ccc2nc3n(c(=O)c2c1)CCCC3)c1cc([N+](=O)[O-])ccc1F	2.5*	18	-40	4	-5.1	-5	14	10	1	20
CN(CC(=O)NCCc1ccccc1)S(=O)(=O)c1cnc[nH]1	99	/	-11	1	-1.1	2	4	103	-6	3
CCOC(=O)c1cc2cc(OC)ccc2nc1C	107	/	-19	1	-0.1	/	17	100	7	2
CCN1CCN(Cc2ccc(NC(=O)CC3Oc4ccc(C)cc4NC3=O)cc2)CC1 (stereo not given)	102	0	-45	5	-0.7	-15	6	103	34*	-1
Cc1nn(Cc2ccc(Cl)c(Cl)c2)c(C)c1NC(=O)c1sc2ccccc2c1Cl	84	-1	-40	4	0.7	-13	29	79	7	33
O=[N+]([O-])c1cc(S(=O)(=O)N2CCCC2)ccc1N/N=C/c1ccncc1	73	-9	-15	3	-1.8	5	10	85	2	17

The final 2 records of the section above open the next one.
SMILES	bCat KO growth	Phagocyt inh	Yeast growth inh	NPY Y2 blocker	MRP1 act	Yeast lifespan up	Measles CPE	PTEN del growth	GALR2 antag	E-sel TNF inh
Cc1nn(Cc2ccc(Cl)c(Cl)c2)c(C)c1NC(=O)c1sc2ccccc2c1Cl	84	-1	-40	4	0.7	-13	29	79	7	33
O=[N+]([O-])c1cc(S(=O)(=O)N2CCCC2)ccc1N/N=C/c1ccncc1	73	-9	-15	3	-1.8	5	10	85	2	17
Cc1ccc(S(=O)(=O)N(c2cccc(C)c2)C2CCS(=O)(=O)C2)cc1 (stereo not given)	94	0	-50	2	-2.9	-5	4	94	-18	13
O=C1C2CC=C(Cl)CC2C(=O)N1CCC[n+]1cccc2ccccc21 (stereo not given)	96	-10	-22	2	0.7	5	24	92	3	/
O=C(NC1CCCCCC1)c1c(F)c(F)c(F)c(F)c1F	88	-1	-24	7	-4.5	6	24	86	17	-21
Nn1cnc2c(c1=O)C1(CCCCC1)Cc1ccccc1-2	84	-3	-39	1	-2.5	-1	13	89	2	/
Cc1cccc(C)c1NC(=O)C(NC(=O)c1ccccn1)c1ccc([N+](=O)[O-])cc1 (stereo not given)	90	-1	-44	2	-1.2	5	6	90	5	-3
CCOC(=O)c1ccc(N/C(=N\S(=O)(=O)c2ccccc2C)c2ccccc2)cc1	45	/	-59	2	-4.5	-14	3	23	-2	1
CC1(C)CC(=O)C(C=Nc2ccc(O)cc2)=C(O)C1	96	-1	-7	2	0.4	-9	4	92	0	-34
Cc1ccccc1NC1=NC(C)(C)N=C(N)N1	100	1	-34	1	-1.9	-26	10	103	-9	9
Cc1c(Br)cc(C(=O)N2CCCCCC2)c(C)c1C	73	0	-45	8	-2.2	6	26	79	-8	-18
CN1CCN(c2ccc([N+](=O)[O-])cc2C(=O)c2ccccc2)CC1	63	-1	-4	2	-3.5	3	13	58	-3	-11
Cn1c(SCC(=O)NC2CCCCC2)nnc1-c1cccc(N)c1	106	/	-30	2	-1.7	/	13	97	-4	3
O=C(NC1CCCC1)C1CCN(S(=O)(=O)N2CCCCC2)CC1	97	0	-17	0	-1.2	-3	7	104	-5	/
COc1cccc(NC(=O)Cc2cn(C)c3ccccc23)c1	80	0	-4	-2	-3.2	-28	3	108	-4	1
Nc1ccc(-c2nc3c(Cl)c(N)ccc3[nH]2)cc1	88	-3	-51	-3	-5.6	-21	6	84	7	5
